Screening results from PubChem.
RNase H inhibition = RNase H inhibition, HIV 1 Gag Pol polyprotein, FRET biochemical assay, screening (AID 372); HIV-1 RT RNase H, FRET RNA/DNA substrate fluorescence; higher % means a stronger effect; 100,000 tested, 0.77% active; one-dose inhibition, % at 10 µM; IC50 in µM for titrated hits; in the data active = inhibition above about 50%
An asterisk follows results filed as active. Only part of the results is shown; count on the stated rates, not on these rows.

SMILES	RNase H inhibition
Cc1ccccc1C(=O)NC(Nc1ccccc1F)C(Cl)(Cl)Cl (centres undefined)	8%
COc1cc(/C=C2\C(=O)NC(=O)N(c3ccc(C)c(C)c3)C2=O)c([N+](=O)[O-])cc1OC	12%
COc1ccc(CCNC(=O)c2sc3cc(C)ccc3c2Cl)cc1OC	13%
CC(=O)NC1=NC(=O)/C(=C\c2ccc(-c3ccc([N+](=O)[O-])cc3C)o2)S1	8%
COc1ccc(-n2c(C)nc3ncnc(-c4ccccc4)c32)cc1	9%
O=C(O)c1nc(N2C(=O)c3ccccc3C2=O)n[nH]1	0%
CCN(CC)S(=O)(=O)c1cc(C(=O)OCc2ccccc2)ccc1Br	1%
OC1CCCc2c1[nH]c1ccc(C(F)(F)F)cc21 (centres undefined)	2%
CC1=NN(c2ccccc2)C(=O)/C1=C\c1ccc(-c2cc([N+](=O)[O-])ccc2O)o1	30%
COc1cc(NC(=O)c2cnn3c(C(F)(F)F)cc(-c4ccc(C)cc4)nc23)cc([N+](=O)[O-])c1	9%
Cc1cccc(NC(=O)CSc2nc3ccc(C)cc3[nH]2)c1	21%
Cc1ccc(NC(=O)c2ccccc2Br)cc1Cl	0%
COc1ccc(C2NC(=O)NC(C)=C2C(=O)OCCOc2ccccc2)cc1OC (centres undefined)	9%
CCOC(=O)c1c(NC(C)=O)sc2c1CCC2	13%
CCCN(N=Nc1nonc1OC)c1nonc1OC	0%
COCCCNC(=O)Cc1ccc(OC)c(OC)c1	2%
CCN(CC)S(=O)(=O)c1cc(S(=O)(=O)c2ccc(Cl)cc2)ccc1C	16%
CC(NC(=O)CN1C(=O)c2ccccc2C1=O)c1ccccc1 (centres undefined)	3%
O=C1c2cccc3cccc(c23)C(=O)N1c1ccc2c(c1)OCO2	0%
CCCCOc1ccc(C(=O)NC(=S)Nc2ccc(C(C)=O)cc2)cc1	14%
Cc1ccc(N(CC(O)CN2CCCCC2)S(=O)(=O)c2ccccc2[N+](=O)[O-])cc1 (centres undefined)	7%
CC(C)OC(=O)c1cc(O)c(O)c(O)c1	1.3µM*
O=C1CCCCC(=O)c2ccccc2N1	2%
CC(=O)c1ccc(NC(=S)NC(=O)c2ccc(OC(C)C)cc2)cc1	28%
CC(=O)c1ccc(NC(=O)c2ccccc2)cc1	0%
COc1cccc(N2C(=O)C(=O)/C(=C(\O)c3ccccc3)C2c2ccccc2Cl)c1 (centres undefined)	6%
COc1cc(C)ccc1OCCCOc1cccc(C(C)C)c1	20%
CC(C)c1ccc(C2/C(=C(\O)c3ccccc3)C(=O)C(=O)N2CCCC(=O)O)cc1 (centres undefined)	16%
O=C(NCCN1CCN(C(=O)c2ccccc2Cl)CC1)C(=O)Nc1ccccc1	7%
CCOC(=O)C1=C(C)N=c2s/c(=C/c3cccc(OC)c3)c(=O)n2C1c1ccccc1OC (centres undefined)	5%
C=CCc1cccc2cc(C(=O)Nc3cc(OC)ccc3OC)c(=O)oc12	7%
N#CC1=C(N)Oc2cc(O)ccc2C1c1cc(Br)cs1 (centres undefined)	16%
CC(NC(=O)OC(C)(C)C)C(=O)Oc1cc2oc(=O)cc(-c3ccccc3)c2cc1Cl (centres undefined)	21%
O=C(N/N=C/c1ccccc1O)C1CC(=O)N(c2ccc(Br)cc2)C1 (centres undefined)	13%
COc1cc(C=NN2CCN(C3c4ccccc4-c4ccccc43)CC2)cc(OC)c1OC(C)=O	0%
CCCCOC(=O)c1ccc(NC(=O)c2ccc(Cl)c([N+](=O)[O-])c2)cc1	25%
Cc1ccc(/C=C2/SC(=S)N(CO)C2=O)cc1	2%
O=C(CCc1ccc(Oc2cc([N+](=O)[O-])cc([N+](=O)[O-])c2)cc1)NCc1ccco1	0%
O=C(O)/C(=C\c1cccc([N+](=O)[O-])c1)NC(=O)c1ccccc1	2%
CCC(C(=O)Nc1cc(C(=O)OC)cc(C(=O)OC)c1)c1ccccc1 (centres undefined)	11%
CCCOc1ccccc1C1NC(=O)N(C)C(C)=C1C(=O)OCC (centres undefined)	5%
Cc1ccc(-c2csc(Nc3ccc(F)cc3)n2)cc1	15%
CC(=O)N(c1ccccc1Cl)S(=O)(=O)c1ccc(Cl)cc1	0%
COc1cc(C)ccc1OCCCCOc1ccc(C)cc1[N+](=O)[O-]	35%
CSc1[nH]c(-c2ccccc2)cc1C(C)=O	12%
COc1ccc(C2=NN(C(=O)CCC(=O)O)C(c3ccc(OC)c(OC)c3)C2)cc1 (centres undefined)	4%
CS(=O)(=O)N(Cc1ccc(C(=O)Nc2ccc(Oc3ccccc3)cc2)cc1)c1ccccc1	19%
CC(C)(C)OC(=O)NC(Cc1ccccc1)C(=O)O (centres undefined)	7%
COc1ccc(OCC(=O)NCCSCc2cccc(Cl)c2)cc1	4%
Cc1ccnc(NC(=O)c2cc(-c3ccc(C)c(C)c3)nc3ccccc23)c1	4%
Next section:
SMILES	RNase H inhibition
Cc1nc2c(cnn2-c2ccccc2)c(=O)n1-c1cccc2ccccc12	19%
COc1ccc(C(=O)NC(NC(=S)Nc2sc3c(c2C(N)=O)CCCC3)C(Cl)(Cl)Cl)cc1 (centres undefined)	11%
Cc1ccc(OCCNC(=O)c2ccccc2C(=O)O)cc1	12%
O=C1N/C(=N/N=C/c2cccs2)SC1Cc1ccc(Cl)cc1Cl (centres undefined)	22%
CC1=C(C(=O)OC2CCCC2)C(c2ccc(-c3ccccc3)cc2)C2=C(CCCC2=O)N1 (centres undefined)	18%
CCOc1cc(/C=N/NC(=O)c2ccccn2)ccc1OC(=O)c1ccccc1Cl	4%
O=C(CN(Cc1ccccc1)S(=O)(=O)c1ccc(Cl)cc1)Nc1ccccc1	1%
CCOC(=O)C1=C(C)N=c2s/c(=C/c3ccc(-c4cccc(C(F)(F)F)c4)o3)c(=O)n2C1c1cc(OC)ccc1OC (centres undefined)	9%
O=C(Nc1nccs1)C(=O)NC1CCCCCC1	1%
COc1cccc2cc(C(=O)Nc3cccc(C)c3C)c(=O)oc12	4%
O=C(c1ccc2c(c1)c1ccccc1n2Cc1ccccc1)C(F)(F)F	8%
CC1CCN(C(=O)CSc2nc3ccccc3[nH]2)CC1	0%
CC(N=C(NS(=O)(=O)c1ccc(Cl)cc1)c1ccccc1)C(=O)O (centres undefined)	6%
C=CCN1C(=O)/C(=C\c2ccccc2Cl)SC1=S	31%
CCOC(=O)COc1c(Cl)cc(C=O)cc1OCC	5%
COC(=O)C12CC3CC(C1)CC(c1ccc([N+](=O)[O-])cc1)(C3)C2	1%
O=C(NC(NC(=S)Nc1ccccc1[N+](=O)[O-])C(Cl)(Cl)Cl)c1ccccc1Cl (centres undefined)	5%
O=C(c1ccc([N+](=O)[O-])cc1)N1CCN(Cc2ccccc2Br)CC1	0%
COc1cccc(N2C(=O)/C(=C/c3ccc(C(=O)O)cc3)SC2=S)c1	34%
O=C(N/N=C/c1ccc(F)cc1)C(O)c1ccccc1 (centres undefined)	0%
COc1ccc(C(=O)N/N=C/c2ccc(SC)cc2)cc1	5%
COc1ccc2ccccc2c1C=Nc1ccc(Nc2ccccc2)cc1	21%
O=C1CC(N(Cc2ccco2)C(=S)NCCc2ccccc2)C(=O)N1c1ccc(F)cc1 (centres undefined)	5%
O=C(NC1CCCC1)c1ccccc1Br	7%
O=C(Nc1ccncc1)c1ccc(Br)cc1	6%
COc1cccc(N2C(=O)c3cccc4cccc(c34)C2=O)c1	7%
O=C(Nc1ccccc1Cl)ON=C(c1ccccc1)c1ccccc1	0%
CSc1ccc(/C=N/NC(=O)c2cc(C)[nH]n2)cc1	1%
O=C1NC(=S)N(c2cccc(Br)c2)C(=O)/C1=C/c1ccc(-c2ccc(F)cc2)o1	25%
O=C(Nc1ccc(I)cc1)c1cc(-c2cccs2)nc2ccccc12	13%

Brought forward from above: 4 compounds, followed by the next part.
SMILES	RNase H inhibition
O=C(Nc1ccccc1Cl)ON=C(c1ccccc1)c1ccccc1	0%
CSc1ccc(/C=N/NC(=O)c2cc(C)[nH]n2)cc1	1%
O=C1NC(=S)N(c2cccc(Br)c2)C(=O)/C1=C/c1ccc(-c2ccc(F)cc2)o1	25%
O=C(Nc1ccc(I)cc1)c1cc(-c2cccs2)nc2ccccc12	13%
CC1=C(C(=O)OCCCc2ccccc2)C(c2ccccc2Br)CC(=O)N1 (centres undefined)	18%
O=C1N=C(N2CCCCC2)S/C1=C\c1ccccc1Cl	17%
COc1cccc(NC(=S)NC(=O)c2ccccc2Br)c1	9%
CS(=O)(=O)N1CCN(C(=O)Cc2ccccc2)CC1	0%
COc1cccc(OCCOCCOc2ccccc2OC(C)C)c1	10%
Cc1cc(-c2ccccc2)nc2cc(C(=O)N3CCCc4ccccc43)nn12	13%
CC1CCN(c2ccc([N+](=O)[O-])c(SCCO)c2)CC1	48%
O=C(O)CCC(=O)Nc1sc2c(c1C(=O)Nc1cccc3ccccc13)CCCC2	12%
C=CCn1c(SCCC)nc(O)cc1=O	5%
Cc1[nH]n(-c2ccccc2)c(=S)c1C=Nc1c(Cl)cccc1Cl	22%

Structural class: those above with an NH in an aromatic ring
SMILES	RNase H inhibition
O=C(O)c1nc(N2C(=O)c3ccccc3C2=O)n[nH]1	0%
OC1CCCc2c1[nH]c1ccc(C(F)(F)F)cc21 (centres undefined)	2%
Cc1cccc(NC(=O)CSc2nc3ccc(C)cc3[nH]2)c1	21%
CSc1[nH]c(-c2ccccc2)cc1C(C)=O	12%
CC1CCN(C(=O)CSc2nc3ccccc3[nH]2)CC1	0%
CSc1ccc(/C=N/NC(=O)c2cc(C)[nH]n2)cc1	1%
Cc1[nH]n(-c2ccccc2)c(=S)c1C=Nc1c(Cl)cccc1Cl	22%

Next part:
SMILES	RNase H inhibition
O=C(Nc1cc(C(F)(F)F)ccc1Cl)c1ccccc1	6%
O=c1oc(/C=C/c2ccc([N+](=O)[O-])cc2)nc2ccc(Br)cc12	7%
COc1ccc(C(=O)O/N=C(\c2ccncc2)c2ccc([N+](=O)[O-])cc2)cc1OC	11%
COc1ccc(C2(CC(=O)Nc3ccc(Br)cc3)C(=O)c3ccccc3C2=O)cc1	19%
Brc1cccc(/C=C/C=Nc2ccc(-c3nc4ccccc4o3)cc2)c1	15%
COc1ccc(OCC(=O)Nc2ccc(S(=O)(=O)N3CCCCC3)cc2)cc1	10%
CC(=O)Nc1ccc(NC(=O)c2cccs2)c(Cl)c1	11%
O=c1c([N+](=O)[O-])c(N2CCN(c3ccccn3)CC2)c2ccccc2n1-c1ccccc1	6%
O=P(c1ccccc1)(c1ccccc1)c1ccccc1O	8%
COc1ccc(N(CC(=O)Nc2ccc(Cl)cc2C)S(C)(=O)=O)cc1Cl	13%

Continued, starting with the last 5 of the part before.
SMILES	RNase H inhibition
COc1ccc(OCC(=O)Nc2ccc(S(=O)(=O)N3CCCCC3)cc2)cc1	10%
CC(=O)Nc1ccc(NC(=O)c2cccs2)c(Cl)c1	11%
O=c1c([N+](=O)[O-])c(N2CCN(c3ccccn3)CC2)c2ccccc2n1-c1ccccc1	6%
O=P(c1ccccc1)(c1ccccc1)c1ccccc1O	8%
COc1ccc(N(CC(=O)Nc2ccc(Cl)cc2C)S(C)(=O)=O)cc1Cl	13%
O=C1S/C(=C\c2cccnc2)C(=O)N1c1ccc(Cl)cc1	1%
O=C(Nc1ccc(N2CCOCC2)cc1)c1ccc([N+](=O)[O-])cc1	2%
Cc1ccc(N(CC(=O)Nc2ccc(Br)c(C)c2)S(=O)(=O)c2ccc(C)cc2)cc1	8%
Cc1ccc(N2CCN(C3=NC(=O)/C(=C\c4ccc(OCc5ccccc5)cc4)S3)CC2)cc1	5%
Cc1cccc(Cn2ncc(Cl)c(Cl)c2=O)c1	3%
Cc1c(-c2ccc(C=C3C(=O)c4ccccc4C3=O)o2)ccc([N+](=O)[O-])c1C	12%
O=C(N/N=C\c1cc(Br)cc([N+](=O)[O-])c1O)c1ccc([N+](=O)[O-])cc1	3%
CC(C)c1ccc(N2C(=O)NC(=O)/C(=C/c3ccc(O)c(O)c3)C2=O)cc1	26%
O=C1NC(=S)S/C1=C/c1cccc(Cl)c1Cl	12%
CCN(CC)S(=O)(=O)c1ccc(-c2csc(Nc3ccc(Oc4ccccc4)cc3)n2)cc1	9%
CCCCOC(=O)C1=C(C)NC2=C(C(=O)CCC2)C1c1ccccc1Cl (centres undefined)	4%
O=C(NCc1ccc(F)cc1)c1ccccc1Br	9%
N/C(=N/NC(=O)c1cccnc1)c1nonc1N	8%
O=C(N/N=C/c1ccc2c(c1)OCO2)c1ccccc1Cl	12%
C/C(=N\NC(=O)c1ccc(Cl)cc1)c1ccc(C)o1	0%
COc1ccc(S(=O)(=O)Nc2ccc3ccccc3c2)cc1	9%
Oc1cccc(N=Cc2cccc(O)c2O)c1	19%
CCOC(=O)c1ccc(NC(=S)N2CCc3ccccc3C2)cc1	19%
Cc1ccc(C(=O)N/N=C/c2cc([N+](=O)[O-])cc(Br)c2O)cc1	0%
C=CCN1C(=O)/C(=C\c2ccc(OCc3ccc(Cl)cc3)cc2)SC1=S	16%
COc1ccc(COC(=O)C2=C(C)NC3=C(C(=O)CCC3)C2c2cc(OC)c(OC)c(OC)c2)cc1 (centres undefined)	0%
Cc1ccc(NC(=O)O/N=C\c2ccc(N(C)C)cc2)cc1	1%
COc1ccc(N2C(=O)C(O)=C(C(C)=O)C2c2ccc(OC)c(OC)c2)cc1 (centres undefined)	20%
CC1(C)CC(=O)C(C=Nc2ccc3c(c2)CCC3)=C(O)C1	0%
N#CCCS(=O)(=O)c1ccc(N)cc1	12%
CCOc1ccc(/C=C2/C=C(c3ccc4cc(C)ccc4c3)OC2=O)cc1	2%
O=S(=O)(NCc1ccc(Cl)cc1Cl)c1cccs1	21%
COc1cc2ccccc2cc1C(=O)NC(=S)Nc1ccc(F)cc1	9%
COc1ccc(/C=N/n2cnnc2)cc1O	7%
CC(=O)Nc1cc(NC(=O)/C=C\C(=O)O)ccc1Cl	0%
Cc1cc(N[C@@H]2O[C@@H](C)[C@H](O)[C@@H](O)[C@H]2O)c([N+](=O)[O-])cc1C	0%
